Wnt bcat act – Wnt/beta-catenin pathway activation; Wnt/beta-catenin reporter cell assay, activator, plate reader; activation, % at 9.35 µM; actives 1.2% (n = 300,000); AID 743398; in the data active means activation above about 30%, passing the limit was not always enough;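 further: 0% = neutral control wells and 100% = positive control wells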
Rtt109 Vps75 – C. albicans Rtt109 histone acetyltransferase inhibition. Q5AAJ8. purified Rtt109/Vps75, ThioGlo CoA-SH fluorescence, 4 h. AID 540336. actives 0.16% (n = 330,000). inhibition, % at 34.9 µM;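 active means inhibition of at least 50% in every replicate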
Target sequence (Q5AAJ8 whole entry, looked up): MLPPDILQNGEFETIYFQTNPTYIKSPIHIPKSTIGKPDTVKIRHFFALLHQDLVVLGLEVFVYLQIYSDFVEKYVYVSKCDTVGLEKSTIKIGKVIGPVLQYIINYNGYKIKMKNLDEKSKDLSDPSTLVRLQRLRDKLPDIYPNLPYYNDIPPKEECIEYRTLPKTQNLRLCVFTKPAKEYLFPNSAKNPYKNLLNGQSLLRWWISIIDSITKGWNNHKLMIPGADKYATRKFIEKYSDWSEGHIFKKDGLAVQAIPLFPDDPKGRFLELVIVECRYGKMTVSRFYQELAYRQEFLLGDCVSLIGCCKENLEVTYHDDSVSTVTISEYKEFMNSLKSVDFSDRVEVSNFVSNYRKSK
CAL PDZ FP – inhibitors of human CAL PDZ peptide binding; purified CAL PDZ, TMR-peptide fluorescence polarization, 1 h; actives 0.02% (n = 330,000); inhibition, % at 20 µM; Q9HD26;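 active means highest replicate inhibition of at least 40%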;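 further: plate controls were DMSO neutral control wells for no effect and unlabeled competitor peptide control wells for full effect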
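material = purified tagged CAL PDZ domain construct (CerCALP) | compound dosing = 20 µM, one dose | times = 1 h at RT | measured by = fluorescence polarization from S- and P-plane intensities, G-factor corrected | read-out = inhibition from polarization loss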
E coli growth – counter-screen for AddAB inhibitors: E. coli growth inhibition. E. coli V3065 growth, OD600 absorbance, 18 h. inhibition, % at 11.9 µM. actives 0.27% (n = 330,000);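 active means inhibition above the campaign's mean inhibition across all tested compounds plus 3 SD, cut at about 9.9% in these data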;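 further: uninfected addAB+ strain grown without phage in ampicillin broth; 0% = DMSO wells and 100% = ciprofloxacin 0.95 µg/ml wells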
phage Ecoli inh – E. coli growth loss with phage present; growth absorbance; inhibition, % at 11.9 µM; actives 0.26% (n = 360,000); AID 651602; in the data active means inhibition above about 11%
DAGLB inhibitor – blocks human DAGLB lipase activity | Q8NCG7 | HEK293T DAGLB membrane lysate, EnzChek fluorogenic substrate | inhibition, % at 5.17 µM | actives 0.059% (n = 340,000) | AID 504411; in the data active means inhibition above about 34%;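 further: 0% = enzyme with vehicle and 100% = wells lacking enzyme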
Target sequence (Q8NCG7 whole entry, looked up): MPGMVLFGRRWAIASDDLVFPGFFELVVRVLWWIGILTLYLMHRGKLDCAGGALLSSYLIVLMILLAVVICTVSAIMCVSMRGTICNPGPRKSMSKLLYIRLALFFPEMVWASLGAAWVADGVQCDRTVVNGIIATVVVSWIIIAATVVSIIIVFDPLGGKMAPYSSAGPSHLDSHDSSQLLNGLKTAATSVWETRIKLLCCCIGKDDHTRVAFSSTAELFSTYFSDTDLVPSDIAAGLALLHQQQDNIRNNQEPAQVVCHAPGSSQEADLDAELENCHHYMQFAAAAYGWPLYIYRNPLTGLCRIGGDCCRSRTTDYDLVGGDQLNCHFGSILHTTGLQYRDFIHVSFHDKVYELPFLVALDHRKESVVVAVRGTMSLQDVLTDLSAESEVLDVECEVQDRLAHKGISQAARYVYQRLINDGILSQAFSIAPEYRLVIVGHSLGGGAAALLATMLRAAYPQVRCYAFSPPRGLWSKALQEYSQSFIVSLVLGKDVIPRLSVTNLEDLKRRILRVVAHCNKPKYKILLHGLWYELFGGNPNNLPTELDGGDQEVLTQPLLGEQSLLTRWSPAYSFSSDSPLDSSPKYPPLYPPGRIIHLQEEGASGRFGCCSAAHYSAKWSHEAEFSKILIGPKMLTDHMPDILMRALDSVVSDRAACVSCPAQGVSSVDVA
Tat transport – inhibitors of E. coli Tat protein transport; E. coli MC4100 TorA-mCherry Tat export, fluorescence; inhibition, % at 10 µM; actives 0.036% (n = 340,000);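 active means mean replicate inhibition at least 50% and at least half of replicates individually reaching 50%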;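 further: exported cargo escapes ClpAP degradation while cytoplasmic cargo is degraded and loses fluorescence; 0% = median of neutral control wells and 100% = median of NaSCN control wells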
AddAB inh – less growth of phage-infected E. coli with AddAB; E. coli expressing H. pylori AddAB, absorbance growth; inhibition, % at 11.9 µM; actives 0.29% (n = 330,000); in the data active means inhibition above about 12%;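 further: 0% = vehicle wells of infected cells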
PvdQ inh – P. aeruginosa PvdQ acylase inhibition | purified PvdQ acylase, fluorescence plate reader | inhibition, % at 10 µM | actives 0.063% (n = 340,000); in the data active means inhibition above about 30%, passing the limit was not always enough;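 further: 0% = vehicle neutral wells and 100% = reference inhibitor wells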
PfHsp90 yeast 2 – reduces growth (ATP signal) of yeast expressing P. falciparum Hsp90 | actives 0.32% (n = 310,000) | inhibition, % at 9.4 µM | S. cerevisiae expressing PfHsp90, BacTiter-Glo ATP, 48 h; yeast lacking PDR1 and PDR3 efflux regulators;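 active means every replicate shows inhibition above about 80%, whatever the replicate mean, limit read from the data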;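 further: 0% = DMSO neutral controls and 100% = 20 µM radicicol positive controls; yeast relying on Plasmodium falciparum Hsp90 in place of its own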
Active calls of the source: *; . = not tested or not shown.

SMILES	Wnt bcat act	Rtt109 Vps75	CAL PDZ FP	E coli growth	phage Ecoli inh	DAGLB inhibitor	Tat transport	AddAB inh	PvdQ inh	PfHsp90 yeast 2
COc1ccc(CNC(=O)COC(=O)C2(C)CC2(Cl)Cl)cc1 (stereo not drawn)	-2	5	-0.7	-1.9	1.1	-1	-4	0.2	3	-7
CCOc1cc(N2CCOCC2)c(OCC)cc1NC(=O)CSc1nccc(C)n1	-2	.	-3.1	-3.2	4.2	2	5	1.6	4	-13
COc1cc(C(=O)N2CCN(S(=O)(=O)c3ccc(C(C)C)cc3)CC2)ccc1OCC(=O)N1CCOCC1	-3	-4	-1.6	.	0.2	1	6	.	-2	.
O=CN1CCCN(Cc2nc(Cc3ccccc3F)no2)CC1	-1	.	-1.9	1.9	3.7	0	0	2.8	-11	1
COc1cccc2sc3ccc(C#Cc4ccc(N)cc4)cc3c(=O)c12	37*	-4	1.4	-0.7	1.4	3	6	1.8	-1	-23
O=C(N/N=C\c1ccc(Br)cc1)c1ccc(Cn2cccn2)o1	8	-13	-3.2	-0.7	2.6	-3	3	3.0	-8	-19
C/C(=N/NC(=O)CNC(=O)COc1cccc(C)c1)c1ccc(Cl)cc1	-2	-4	-0.9	0.2	5.8	4	1	4.6	-7	16
Cc1ccccc1Cn1cnc2ccccc2c1=O	-4	-8	0.3	-1.2	4.1	-2	-4	1.4	3	-25
CCO[C@@H]1OC(C(=O)O)=C[C@H](c2ccc(Br)cc2)[C@H]1CCCO	0	3	0.3	-0.3	4.0	0	3	3.2	-22	25
CCN(CC)S(=O)(=O)c1cc(NC(=O)C2Cc3ccccc3C(=O)O2)ccc1C (stereo not drawn)	21	18	-4.0	-0.9	1.5	-3	-2	0.2	-19	-30
COc1ccc(-c2[nH]ncc2CN(C)Cc2cccnc2)c(F)c1	8	-8	-0.5	-0.1	3.7	-1	-4	0.5	-16	2
O=C(Cn1ccc(C(F)(F)F)n1)N=Nc1c(O)[nH]c2ccc(Br)cc12	-2	0	-1.0	-2.0	-0.6	2	-2	-0.6	5	-12
CCn1c(SCC(=O)NC2CCCC2)nnc1-c1ccco1	-2	-4	0.3	0.8	-0.4	1	4	4.4	-14	-9
CC1CC(C)CN(CCCNC(=O)CN2C(=O)CSc3ccc(S(=O)(=O)N4CCOCC4)cc32)C1 (stereo not drawn)	0	-5	-2.5	0.7	-0.2	-1	-8	-1.0	2	-2
COc1ccc(S(=O)(=O)NCC(=O)N(CC(=O)NCc2ccco2)Cc2ccc(F)cc2)cc1	2	-14	-2.4	1.1	0.2	3	3	3.0	-4	7
COc1ccc(NC(=O)CCNS(=O)(=O)c2ccc3c(c2)CCC(=O)N3)cc1	-24	-4	-2.0	-0.3	0.8	3	-3	1.4	1	9
CCOC(=O)Cc1cc(=O)n2[nH]c(-c3ccccc3)c(-c3ccccc3)c2n1	.	-4	-1.5	-0.3	-0.1	12	-6	2.0	-10	-7
CCOC(=O)C(C)NC(=O)CCc1nnc2ccc(N3CCCCC3)nn12 (stereo not drawn)	0	-2	0.9	0.0	0.6	-1	5	-0.2	-3	1
COCCN(C(=S)Nc1ccccc1OC)C1CCN(C(C)C)CC1	-2	8	62*	1.7	0.5	0	2	2.4	2	4
Cc1ccc(NC(=O)c2sc3nc(CCl)[nH]c(=O)c3c2C)c(C)c1	5	-5	0.0	.	1.1	1	-1	.	-10	-36
CCN(CCn1cccn1)C(=O)C1CCC(=O)N(CCc2cccc(F)c2)C1 (stereo not drawn)	0	1	-3.7	0.9	0.1	2	1	-0.4	-11	-15
CCN(CC)C(=O)CSc1nnc(-c2ccc(S(=O)(=O)N3CCCC3)cc2)o1	-5	8	-3.7	0.2	0.9	2	3	1.1	-11	.
COc1ccc(Nc2cc(C(=O)NCCCN3CCOCC3)c3ccccc3n2)cc1	-2	4	-0.7	-2.8	0.7	2	1	3.9	-7	1
CCn1nnnc1SCC(=O)N(C)C1CCS(=O)(=O)C1 (stereo not drawn)	-2	-5	0.6	-1.6	3.5	1	-7	1.3	-16	-36
CCCCCCCCCC(=O)Nn1cnc2ccccc2c1=O	-10	2	-1.9	-0.7	3.8	-5	2	-1.7	-2	2
O=C(NCCc1ccccn1)C1CCCN1S(=O)(=O)c1ccc(Cl)cc1 (stereo not drawn)	1	-4	-2.4	-2.1	-2.4	-3	11	0.2	0	5
COc1ccccc1OC[C@H](O)CO	-1	-6	-0.6	-0.3	2.1	1	6	1.3	4	-1
Cc1ccc(-c2noc(C3CCCN(C(=O)c4ccc(F)cc4F)C3)n2)cc1 (stereo not drawn)	.	2	.	-1.0	1.1	-7	-2	2.8	1	.
O=C(Nc1ccc(Cl)cc1Cl)N1CCN(c2ncccn2)CC1	1	-12	-1.7	2.7	3.2	-1	1	5.9	-13	-9
COc1ccc(CN2C=C3C(=O)C(C)(OC(=O)CCc4ccccc4)C(=O)C=C3C=C2c2ccc(C#N)cc2)cc1 (stereo not drawn)	-2	0	1.0	0.7	1.5	7	10	4.3	-22	.

Part of the list above, showing only DAGLB inhibitor and CAL PDZ FP.
mol	DAGLB inhibitor	CAL PDZ FP
CCn1nnnc1SCC(=O)N(C)C1CCS(=O)(=O)C1 (stereo not drawn)	1	0.6
CCCCCCCCCC(=O)Nn1cnc2ccccc2c1=O	-5	-1.9
O=C(NCCc1ccccn1)C1CCCN1S(=O)(=O)c1ccc(Cl)cc1 (stereo not drawn)	-3	-2.4

(further entries)
SMILES	Wnt bcat act	Rtt109 Vps75	CAL PDZ FP	E coli growth	phage Ecoli inh	DAGLB inhibitor	Tat transport	AddAB inh	PvdQ inh	PfHsp90 yeast 2
COc1cc(O)c(C(CC(=O)N2CCCC2)c2cc(OC)c(OC)c(OC)c2)c(OC)c1 (stereo not drawn)	-2	1	0.3	0.2	0.8	-1	5	0.0	-6	-15
O=C(O)C1CCCCC1C(=O)Nc1ccc(S(=O)(=O)N2CCCCC2)cc1 (stereo not drawn)	-1	13	-1.4	1.5	-2.6	-3	0	3.7	5	31
CCOc1ccc(-n2c(SCC(=O)NCc3ccco3)nc3c([nH]c4ccccc43)c2=O)cc1	1	2	-3.7	-0.5	-1.7	3	-4	0.4	-12	-13
COc1ccc(C)cc1NC(=O)C1CCCN(S(=O)(=O)c2cccnc2)C1 (stereo not drawn)	-1	2	-2.4	-0.6	1.4	0	10	1.0	-7	11
CC(=O)NC(Cc1ccccc1)C(=O)NC1CCN(C(=O)NCc2ccccc2)CC1 (stereo not drawn)	-3	1	-2.0	.	0.7	0	-4	.	0	8
O=C(CCN1C(=O)c2ccccc2C1=O)NCCN1CCOCC1	-5	.	-1.5	2.1	3.6	-1	0	0.5	-2	.
COC(=O)C1=C(C)NC(C)=C(C(=O)OC)C1c1ccc(OC(=O)c2oc3ccccc3c2C)c(OC)c1	-1	-18	-1.8	2.3	4.3	0	-11	1.6	-7	-3
Nc1cccc(C(=O)OCC(=O)c2ccccc2)c1	40*	5	-0.4	1.9	4.2	-1	1	2.1	-13	29
COc1ccc(S(=O)(=O)N2CC(C(=O)O)Oc3ccc(Cl)cc32)cc1 (stereo not drawn)	-1	-6	0.3	-2.3	2.4	1	2	-1.1	-11	12
O=C(NCC1OCCCN1S(=O)(=O)c1cc(F)ccc1F)C(=O)NC1CCCCCC1 (stereo not drawn)	-4	.	-2.4	1.6	2.2	0	2	2.3	3	-11
C=CCC(CC(O)COCCC)C(=O)NNC(=S)Nc1ccccc1 (stereo not drawn)	-1	-3	0.7	3.1	2.6	2	13	5.8	-6	14
CCOC(=O)/C(C#N)=N\Nc1ccc(S(=O)(=O)Nc2nc(C)cc(C)n2)cc1	-8	-11	-0.7	-0.3	1.8	-2	0	1.1	11	-21
O=C(NCc1ccco1)C1CCCN1C(=O)Nc1ccc(Cl)cc1 (stereo not drawn)	-1	-1	-2.2	-2.2	5.1	1	4	0.9	-6	3
Cc1ccc(-c2c(C(=O)NCc3ccccc3)oc(=O)c3ccccc23)cc1	-3	7	-1.7	-0.2	2.7	-3	8	0.7	-3	8
COc1ccc(-c2cc(CNC(=O)CCl)on2)cc1	.	-8	-0.9	2.0	1.9	2	28	4.4	-14	-13
CC(OC(=O)c1ccncc1)C(=O)Nc1ccc([N+](=O)[O-])cc1Cl (stereo not drawn)	-1	6	-1.0	-0.1	1.1	1	-4	2.5	-3	21
O=C(CC1SC(=Nc2ccccc2)N(CCc2ccccn2)C1=O)Nc1ccc(F)cc1 (stereo not drawn)	0	-8	-0.4	-1.9	3.1	-2	3	-1.3	-4	8
O=C(COC(=O)c1c(Cl)cccc1Cl)Nc1cc(Cl)ccc1Oc1ccccc1	.	.	-1.6	0.6	0.6	-4	-14	4.0	3	-25
Cn1ncc2c(N3CCN(c4ccccc4F)CC3)ncnc21	.	-6	-0.4	-0.6	4.1	-3	-5	-0.3	6	-21
O=C(Cc1cccs1)Nc1cccnc1	.	-6	-1.3	1.9	-0.1	2	4	-0.7	-8	-23
COCc1c(C(=O)N(C)Cc2ccccc2N2CCCC2)oc2ccccc12	0	9	-2.3	.	0.8	-4	11	.	-5	21
CCN1CC(CN(C)Cc2nc(-c3ccc(Cl)cc3)no2)CC1=O (stereo not drawn)	-1	-3	1.7	-2.3	3.7	0	-2	-3.2	-12	-24
O=C(N[C@@H](Cc1ccccc1)C(=O)OCc1ccccc1)c1nc[nH]c1C(=O)NC1CCNCC1	-3	2	-0.3	-1.7	0.3	1	1	0.0	-6	6
CC(c1ccccc1)C1CC(=O)N(c2cc(Cl)ccn2)C1=O (stereo not drawn)	4	2	-0.3	3.4	2.7	2	5	0.0	-15	2
CCOc1ccc(N/C=C/C(=O)c2cc(OC)c(OC)c(OC)c2)cc1	-3	5	0.1	0.0	-2.7	-1	-4	-0.3	-4	-13
CCc1nc(N2CCCCC2C)c2oc3ccccc3c2n1 (stereo not drawn)	-12	9	-1.8	-0.6	2.3	-14	3	2.3	-8	17
COc1ccc(CNS(=O)(=O)NCc2ccccc2)cc1OC	0	.	-1.4	0.6	1.8	0	0	0.1	-12	-25
CCc1ccc(NC2=CC(=O)CC(c3ccco3)C2)cc1 (stereo not drawn)	-2	11	-1.3	0.6	2.8	-3	-3	0.4	6	8
CCN1C(=O)c2cccc3c(S(=O)(=O)Nc4ccc(OC)cc4OC)ccc1c23	.	0	-1.1	-1.3	2.8	-2	2	1.1	8	10
Cc1ccc(/C=N/NC(=O)NC23CC4CC(CC(C4)C2)C3)o1	2	30	0.1	0.0	0.8	0	2	4.0	-4	-16
Cc1ccc(C(=O)CCC(=O)NCc2ccc(Cl)cc2)cc1	-4	-1	-0.1	-1.4	3.5	-4	5	-1.3	-8	-12
O=C(COC(=O)CSc1ccc([N+](=O)[O-])cc1)NCc1ccco1	1	3	-2.8	2.8	0.3	-2	-1	2.4	-10	.

Grouped by structure: the compounds so far with bromine.
SMILES	Wnt bcat act	Rtt109 Vps75	CAL PDZ FP	E coli growth	phage Ecoli inh	DAGLB inhibitor	Tat transport	AddAB inh	PvdQ inh	PfHsp90 yeast 2
O=C(N/N=C\c1ccc(Br)cc1)c1ccc(Cn2cccn2)o1	8	-13	-3.2	-0.7	2.6	-3	3	3.0	-8	-19
CCO[C@@H]1OC(C(=O)O)=C[C@H](c2ccc(Br)cc2)[C@H]1CCCO	0	3	0.3	-0.3	4.0	0	3	3.2	-22	25
O=C(Cn1ccc(C(F)(F)F)n1)N=Nc1c(O)[nH]c2ccc(Br)cc12	-2	0	-1.0	-2.0	-0.6	2	-2	-0.6	5	-12
